From PubChem
Tau fibril FP: inhibitors of human tau fibril formation; P10636; K18 P301L tau heparin fibrillization, Alexa594 FP, 6 h; Potency, µM (doses to about 57.7 µM), inactives show top-dose activity, negative = inhibition, hits mostly inhibitors; hit rate 0.39% among 280,000; AID 1468; also: % is scaled to controls: 0 for no effect and ±100 for the full control effect; nearly all actives have a fitted effect of over 55% in size
Target sequence (P10636 561-689 P618L limits assumed): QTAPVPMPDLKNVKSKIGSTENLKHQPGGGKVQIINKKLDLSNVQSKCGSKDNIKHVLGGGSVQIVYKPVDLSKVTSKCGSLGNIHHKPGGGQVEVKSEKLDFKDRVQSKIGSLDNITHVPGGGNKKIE
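Human K18 P301L fragment (15 uM unlabeled plus 0.24 uM Alexa 594-labeled) in 100 mM sodium acetate pH 7 with compound, aggregation induced by 20 uM heparin for 6 hr at 37 C. ThT (30 uM) added for 1 hr, then Alexa 594 FP read.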
HTT cytoprotect: Huntington cell model cytoprotection by ATP luminescence. PC12 HTT-Q103 induced, cytoprotection, ATP luminescence, 40 h. Potency, µM (doses to about 56.4 µM), for inactives: cytoprotection (ATP increase), hits mostly activators. hit rate 0.14% among 230,000. AID 1471;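 also: % of control where 0% means no effect; nearly all actives have a fitted effect of over 45% in size; toxic huntingtin expression switched on by the ecdysone agonist tebufenozide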
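Huntington model: PC12 line, ecdysone-inducible HTTQ103 exon1–GFP, tebufenozide 100 nM. Test articles in a dose series. Endpoint luminescence from cellular ATP.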
aGal spleen mod: inhibits or activates alpha-galactosidase in human spleen homogenate | P06280 | human spleen homogenate, 4MU-alpha-Gal fluorescence, 40 min | Potency, µM (titrated, usually from 80 µM), for inactives: top-dose activity change, negative = inhibition, actives largely listed as inhibitors | hit rate 0.008% among 240,000 | AID 2107;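 also: 0% = enzyme with vehicle and -100% = no enzyme basal signal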
Target sequence (P06280 32-429 limits assumed): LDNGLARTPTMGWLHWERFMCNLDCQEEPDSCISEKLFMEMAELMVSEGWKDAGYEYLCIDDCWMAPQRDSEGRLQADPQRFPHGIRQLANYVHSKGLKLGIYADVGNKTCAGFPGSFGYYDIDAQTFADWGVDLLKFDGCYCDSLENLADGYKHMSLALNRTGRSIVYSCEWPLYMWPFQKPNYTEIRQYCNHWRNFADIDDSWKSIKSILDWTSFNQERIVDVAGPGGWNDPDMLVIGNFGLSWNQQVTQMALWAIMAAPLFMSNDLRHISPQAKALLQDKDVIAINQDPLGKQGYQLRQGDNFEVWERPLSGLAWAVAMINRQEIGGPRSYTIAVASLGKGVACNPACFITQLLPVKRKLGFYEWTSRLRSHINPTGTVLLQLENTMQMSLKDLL
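Fluorogenic readout (Ex 365/Em 440 nm) of 4-methylumbelliferone released from 1 mM 4-MU-alpha-galactoside by spleen homogenate, 40 min at 37C, pH 5.0. Data normalized to no-enzyme and enzyme controls; Hill-equation AC50 from compound titrations.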
GAA glycogen: GAA glycogen-cleavage inhibition or activation; Potency, µM (doses to about 76.4 µM), for the others: at the highest dose activity change, negative = inhibition, hits mostly inhibitors; AID 2100; hit rate 0.38% among 300,000; recombinant GAA, glycogen substrate, Amplex Red glucose oxidase fluorescence;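 also: 0% = full enzyme reaction and -100% = no-enzyme basal signal; the screen sought inhibitors and activators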
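Natural-substrate format: glycogen cleavage by 4 nM human enzyme, glucose read by Amplex Red coupling (Ex 573, Em 610 nm). Normalized to enzyme and no-enzyme controls.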
GAA inh: alpha-glucosidase (human) inhibition; P10253; purified human GAA, 4-MU-alpha-glucoside fluorescence; Potency, µM (top dose mostly 76.9 µM), without a hit: at the top dose activity change, negative = inhibition, usual class: inhibitors; hit rate 0.005% among 200,000; AID 1466;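 also: plate controls were uninhibited enzyme wells for no effect and no-enzyme background for full effect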
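Fluorescence at Ex 365/Em 440 nm from 4-methylumbelliferone reported enzyme activity after 20 min at room temperature. Reactions used 4 nM enzyme and 400 uM substrate at pH 5.0; curves fitted with the Hill equation.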
Tau fluor cs: counter-screen for tau fibril formation inhibitors; tau K18 P301L Alexa594 fluorescence, heparin fibrillization; Potency, µM (highest dose often 57.7 µM), for inactives: top-dose activity change, negative = decrease; hit rate 0.93% among 280,000; also: % is scaled to controls: 0 for no effect and ±100 for the full control effect; nearly all actives have a fitted effect of over 55% in size
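Human tau K18 P301L (15 uM unlabeled, 0.24 uM Alexa 594-labeled) in 100 mM sodium acetate pH 7 with 20 uM heparin, 6 hr at 37 C. ThT 30 uM added, 1 hr ambient; Alexa 594 FP and total fluorescence read at 555/632 nm.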
Tau ThT inhib: inhibitors of human tau fibril formation, thioflavin T binding; P10636; recombinant tau K18 P301L, heparin-induced fibrillization, ThT fluorescence; Potency, µM (series often up to 57.4 µM), for inactives: at the top dose activity, negative = inhibition, usual class: inhibitors; hit rate 2.1% among 270,000; also: % is scaled to controls: 0 for no effect and ±100 for the full control effect; nearly all actives have a fitted effect of over 55% in size
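Fibril formation assay: tau K18 P301L at 15 uM with trace Alexa 594 label, heparin inducer 20 uM, pH 7 sodium acetate buffer, 37 C for 6 hr; endpoint ThT signal.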
aGlu spleen mod: inhibitors or activators of human alpha-glucosidase in spleen homogenate. P10253. human spleen homogenate, 4-MU-alpha-glucoside fluorescence. Potency, µM (highest dose often 79.9 µM), inactives show at the highest dose activity change, negative = inhibition, actives largely listed as inhibitors. hit rate 0.006% among 240,000;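 also: 0% = enzyme with vehicle and -100% = no enzyme basal signal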
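Human spleen homogenate (1 ug) incubated with compounds and 1 mM 4-methylumbelliferyl-alpha-D-glucopyranoside in pH 5.0 citrate/phosphate buffer, 37 C, 40 min. Stopped at pH 10; 4-MU fluorescence (Ex 365/Em 440 nm); AC50 by Hill fit.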
* hit, by the source's call; ? = inconclusive; . = not tested or not shown; & = joins results of further samples; [ ] = dose if it differs, or a comment. Calls follow the shape of the dose curve; as a rule, active = well fitted curve in the direction sought with a large enough effect; inconclusive = small, poorly fitted or top-dose-only effect, or another doubt; inactive = no such curve, though single readings can be large; an effect the other way counts as inactive or inconclusive. Potency is read from the fitted curve at half-maximal effect.

Each structure is followed by: Tau fibril FP	HTT cytoprotect	aGal spleen mod	GAA glycogen	GAA inh	Tau fluor cs	Tau ThT inhib	aGlu spleen mod
> C=CCn1c(SCC(=O)N2CCOCC2)nc2scc(-c3ccco3)c2c1=O
  -10.1%	-14.9%	1.1%	15.4%	-0.9%	-11.5%	?	-0.9%
> CCC(=O)Nc1ccc(NC(=O)CSc2nc3cc4c(cc3cc2C)CCC4)cc1
  ?	-57.3%[inhibitor]	11.3%	-1.2%	1.2%	-28.9%	-8.9%	0.1%
> Cc1ccc2[nH]c(=O)c(C3=NN(C(=O)CCC(=O)O)C(c4cccs4)C3)c(-c3ccccc3)c2c1 (configuration not stated)
  7.5%	-3.3%[10 µM]	-4.8%	-2.8%	12.2%	10.1%	-7.9%	-4.3%
> CCN(CC)S(=O)(=O)c1ccc(C(=O)Nc2cccc(C)c2)cc1
  ?	-12.1%	-0.1%	5.0%	-8.7%	-27.9%	-4.0%	-9.5%
> CCCCCn1c(=O)[nH]c2cc(C(=O)NCc3ccccc3)ccc2c1=O
  ?	.	.	7.5%[76.3 µM]	.	-13.1%	?	.
> O=c1c2c3c(sc2nc2sc(CN4CCOCC4)cn12)CCCC3
  0.4%	-8.2%[0.074 µM]	17.5%	-20.0%	-4.0%	-4.4%	-11.7%	10.5%
> COc1cccc(-n2nnc3c(=O)n(Cc4cccc(C)c4)cnc32)c1
  -5.2%	-9.6%[10 µM]	1.9%	-7.5%	1.5%	-6.0%	5.5%	1.3%
> COc1ccc(CNC(=O)c2cn(-c3cccc(OC)c3)c(=O)c3ccccc23)cc1
  -3.8%	.	.	-12.6%[76.3 µM]	.	-0.6%	2.0%	.
> O=C1C2C3C=CC(CC3)C2C(=O)N1c1nccs1 (configuration not stated)
  3.1%	-0.8%[10 µM]	3.5%	4.8%	-1.0%	10.7%	8.9%	5.5%
> COc1ccc(S(=O)(=O)N(CC(=O)Nc2cc(C)ccc2OC)Cc2ccccc2)cc1
  1.1%	.	.	-7.6%[76.3 µM]	.	-22.6%	-4.2%	.
> C=CCNC1=C(Cl)C(=O)c2ccccc2C1=O
  2.0%	1.0%[10 µM]	10.8%	5.5%	-1.2%	6.7%	0.9%	10.4%
> CSc1nnc([C@H](C)NC(=O)OC(C)(C)C)o1
  4.7%	-9.5%[0.074 µM]	3.0%	-5.8%	-3.2%	3.8%	-1.1%	6.2%
> CCOc1ccc2nc(NC(=O)COC)sc2c1
  9.3%	-55.4%[inhibitor]	3.0%	-1.1%	-0.8%	5.1%	-12.2%	-2.7%
> C[C@H](NC(=O)c1nc[nH]c1C(=O)N[C@H](C)c1ccccc1)C(=O)OCc1ccccc1
  -11.8%	-6.9%[10 µM]	1.2%	-26.2%	.	-26.9%	2.4%	-5.5%
> COCCn1c(SCC(=O)N2CCCc3ccccc32)nc2c(c1=O)SC(C)C2 (configuration not stated)
  -0.9%	-1.4%[10 µM]	-1.3%	4.7%	-8.9%	5.8%	4.8%	-9.7%
> Cc1nn(CC(=O)N2CCN(C)CC2)c(=O)c2ccccc12
  -13.3%	9.4%[10 µM]	-2.6%	11.4%	0.4%	-20.5%	-13.9%	-0.5%
> CCC(C(=O)O)P(=O)(c1ccc(Cl)cc1)c1ccc(Cl)cc1 (configuration not stated)
  6.8%	-11.7%[10 µM]	10.0%	-0.2%	6.9%	3.9%	-2.2%	6.0%
> CCN1CCN(CCCNC(=O)C(=O)c2c(C)[nH]c3ccccc23)CC1
  -4.6%	?	-19.9%	10.3%	-0.9%	-0.3%	1.3%	0.6%
> CCCCN1CCc2[nH]c(=S)[nH]c(=O)c2C1
  5.1%	-13.2%[10 µM]	-1.5%	6.6%	2.5%	-4.5%	-4.9%	-2.7%
> CC(C)c1nnc(NC(=O)CCC(=O)Nc2ccc(F)cc2)s1
  -7.2%	-19.2%	?	2.6%	-1.4%	-3.8%	-1.1%	-3.3%

Some of these compounds in order of molar mass, low to high:
Each structure is followed by: Tau fibril FP	HTT cytoprotect	aGal spleen mod	GAA glycogen	GAA inh	Tau fluor cs	Tau ThT inhib	aGlu spleen mod
> C=CCNC1=C(Cl)C(=O)c2ccccc2C1=O
  2.0%	1.0%[10 µM]	10.8%	5.5%	-1.2%	6.7%	0.9%	10.4%
> CCC(C(=O)O)P(=O)(c1ccc(Cl)cc1)c1ccc(Cl)cc1 (configuration not stated)
  6.8%	-11.7%[10 µM]	10.0%	-0.2%	6.9%	3.9%	-2.2%	6.0%
> COc1ccc(CNC(=O)c2cn(-c3cccc(OC)c3)c(=O)c3ccccc23)cc1
  -3.8%	.	.	-12.6%[76.3 µM]	.	-0.6%	2.0%	.
> Cc1ccc2[nH]c(=O)c(C3=NN(C(=O)CCC(=O)O)C(c4cccs4)C3)c(-c3ccccc3)c2c1 (configuration not stated)
  7.5%	-3.3%[10 µM]	-4.8%	-2.8%	12.2%	10.1%	-7.9%	-4.3%

Other results.
Each structure is followed by: Tau fibril FP	HTT cytoprotect	aGal spleen mod	GAA glycogen	GAA inh	Tau fluor cs	Tau ThT inhib	aGlu spleen mod
> CCN(CC)S(=O)(=O)c1cccc(C(=O)OCc2cc(=O)n3nc(C)sc3n2)c1
  -5.3%	-9.2%	-3.4%	3.3%	-3.2%	-7.2%	-3.5%	-2.5%
> COc1ccc(-c2nc3n(c(=O)c2C#N)CCCS3)cc1
  ?	-6.2%	-0.2%	6.5%	-5.3%	-12.8%	?	-3.4%
> Cc1ccc(-c2nn(CCC(=O)O)cc2CCC(=O)O)cc1
  ?	5.2%	1.5%	15.6%	-2.5%	-3.3%	1.7%	1.1%
> COC(=O)Cc1ccc(NC(=S)NCc2ccccc2Cl)cc1
  -6.7%	-11.1%[10 µM]	7.2%	-12.3%	-2.9%	-19.5%	-4.6%	2.1%
> CCN1CCN(c2c(S(=O)(=O)c3ccc(C)c(C)c3)cnc3cc(OC)c(OC)cc23)CC1
  -1.5%	.	.	22.3%[76.3 µM]	.	-36.0%	?	.
> O=C(Nc1ccc(S(=O)(=O)N2CCc3ccccc32)cc1)c1ccc2c(c1)OCO2
  ?	23.8%[10 µM]	-0.4%	-3.6%	-1.9%	?	6.9%	-2.8%
> Nc1nnnn1CC(=O)N/N=C/c1cc([N+](=O)[O-])ccc1Cl
  -1.7%	-37.2%[inhibitor]	-1.1%	1.3%	11.5%	-14.5%	-7.2%	3.0%
> O=C(Cc1ccc(Br)cc1)NNC(=O)Nc1ccc(Cl)cc1
  -9.8%	-11.1%	-2.9%	22.5%	9.5%	2.8%	4.8%	-2.0%
> O=C(C1CCN(S(=O)(=O)c2cccc3cccnc23)CC1)N1CCc2ccccc21
  -1.5%	-20.0%	7.3%	-3.2%	-18.1%	-13.1%	-18.5%	-12.0%
> CC(C)c1cc(C(=O)NCc2ccccc2)no1
  -3.4%	.	.	7.9%[76.3 µM]	.	-12.9%	-6.4%	.
> Clc1ccccc1N1CCN(Cc2nnc(-c3ccccc3)o2)CC1
  -5.6%	.	.	-9.7%[76.3 µM]	.	-20.7%	-17.9%	.
> CSc1nnc2n(-c3ccccc3)c(=O)c3c4c(sc3n12)CCC4
  -8.6%	-34.1%	6.7%	-7.1%	3.0%	-2.9%	-8.8%	1.3%
> Cc1ccccc1C(=O)c1ccc2c(c1)n(C)c(=O)n2C
  3.3%	?	6.4%	-4.5%	8.5%	0.0%	12.1%	-8.3%
> Cc1c(Cl)cccc1-n1c(CCC(=O)O)ccc1-c1cccs1
  2.9%	.	.	4.9%[76.3 µM]	.	-21.8%	-18.8%	.
> COC(=O)c1ccc(CSC2=NCCS2)cc1
  -6.0%	.	0.2%	4.6%	-2.8%	-6.5%	-7.2%	-1.6%
> O=C(O)c1ccccc1C(=O)c1ccc(N2CCOCC2)c([N+](=O)[O-])c1
  -1.7%	-10.9%	6.7%	-10.8%	-7.7%	-3.7%	-7.8%	-1.1%
> Cc1csc(NC(=O)C(Cc2ccccc2)n2cccc2)n1 (configuration not stated)
  3.1%	-8.4%	2.7%	-2.6%	7.4%	-14.1%	-12.5%	-2.7%
> CCCC[n+]1ccn(-c2nc3ccccc3nc2[N-]S(=O)(=O)c2cccs2)c1
  -20.3%	-35.3%[10 µM]	-2.2%	5.0%	.	-12.9%	?	-1.7%
> CCOC(=O)c1sc(NC(=O)CSc2nc3c(c(=O)n2-c2ccc(F)cc2)SCC3)c(C(=O)OCC)c1C
  1.8%	.	2.4%	-7.9%	-3.0%	-5.5%	-8.3%	-9.3%
> OC(CNCCc1ccccc1)c1ccccc1 (configuration not stated)
  1.7%	-1.2%	6.9%	-0.4%	-10.9%	1.4%	0.5%	-2.7%
> C[C@H](N)c1nnc(SCC(N)=O)o1
  -3.4%	-6.2%[10 µM]	2.1%	4.5%	.	-5.0%	.	2.8%
> O=C1CCN(Cc2ccccc2)S(=O)(=O)c2ccccc21
  -3.4%	10.0%[10 µM]	1.5%&3.4%	-2.3%	.	-4.5%	-1.0%	0.4%&3.9%
> Cc1oc(-c2cccs2)nc1CN1CCN(C2CCCC2)C(CCO)C1 (configuration not stated)
  -10.7%	15.0%[10 µM]	-1.7%	4.2%	0.3%	-3.3%	-5.7%	-15.8%
> Cc1cccc(CNc2ncnc3ccc(-c4ccc(C(=O)N(C)C)cc4)cc23)c1
  -0.5%	-33.4%[inhibitor]	8.7%	.	.	-17.4%	1.0%	7.8%

Single entries from the entries so far.
`O=C1CCN(Cc2ccccc2)S(=O)(=O)c2ccccc21` – aGlu spleen mod = 0.4%&3.9%
`Cc1cccc(CNc2ncnc3ccc(-c4ccc(C(=O)N(C)C)cc4)cc23)c1` – Tau ThT inhib = 1.0%
